# Bioassay records as filed in PubChem BioAssay.
# PostGolgi ctrl: inhibits growth of the yeast control strain; efflux-deficient yeast background strain, growth absorbance A615, 16 h; 98,000 tested, 5% active; inhibition, % at 10 µM
# E coli WT exp: growth inhibitors of E. coli BW25113 wild type. OD600 absorbance. growth inhibition, % at 100 µM. 98,000 tested, 0.15% active. AID 710;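 active = growth inhibition above about 50% at one test dose, limit read from the data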;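 note: growth measured after 20 h incubation at 37 °C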
# PTPN22 act: increases human PTPN22 phosphatase activity | Q9Y2R2 | recombinant LYP, DiFMUP fluorescence; 0 = plate median, 100 = signal doubled | activation, % at 2 µM | 96,000 tested, 0.11% active | AID 697;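 active = activation at 2 µM above a set limit, the mean plus 5 SD, cut at about 37% in these data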
# CYP2C9 activ: activators of human CYP2C9. P11712. activation factor at 5 µM. recombinant CYP2C9, luciferin-H conversion, luminescence; hits give high values; factor 1 = untreated enzyme, 0 = blocked. 96,000 tested, 1.4% active;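 active = activation factor of 2 or more for CYP2C9 at a 5 µM dose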;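 note: 0 = sulfaphenazole-blocked wells and 1 = vehicle-only wells; values of inactives mirror those of a sister screen read the other way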
# Target sequence (P11712 whole entry, looked up): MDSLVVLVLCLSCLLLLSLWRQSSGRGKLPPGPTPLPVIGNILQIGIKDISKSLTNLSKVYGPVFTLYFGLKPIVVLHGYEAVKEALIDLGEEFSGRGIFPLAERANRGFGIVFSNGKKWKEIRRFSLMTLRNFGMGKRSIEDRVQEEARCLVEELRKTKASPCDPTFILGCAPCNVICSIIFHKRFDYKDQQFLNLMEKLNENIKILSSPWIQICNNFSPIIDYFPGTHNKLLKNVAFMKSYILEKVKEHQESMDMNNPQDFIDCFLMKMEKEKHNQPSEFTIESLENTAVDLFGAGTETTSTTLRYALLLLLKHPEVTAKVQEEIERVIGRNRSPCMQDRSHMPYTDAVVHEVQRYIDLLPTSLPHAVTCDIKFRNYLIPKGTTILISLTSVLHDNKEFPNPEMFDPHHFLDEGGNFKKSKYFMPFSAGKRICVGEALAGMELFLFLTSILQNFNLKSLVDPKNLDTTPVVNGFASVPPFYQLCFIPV
# PTPN22 inh 2: LYP (human) phosphatase inhibition. AID 640. 96,000 tested, 0.21% active. inhibition, % at 2 µM. Q9Y2R2. recombinant LYP catalytic domain, DiFMUP fluorescence;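 active = inhibition at 2 µM at or above a set limit, the screen mean plus 3 SD, cut at about 24% in these data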;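 note: 0% = DMSO with enzyme and 100% = enzyme fully blocked by orthovanadate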
# hDAT+cocaine: changed human dopamine transporter uptake under cocaine IC80; LLC-PK1 hDAT cells, [14C]-dopamine uptake with cocaine IC80; actives deviate in either direction; 110,000 tested, 1.3% active; Q01959; B-score at 10 µM;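 active = Z score or B-score, a plate-position-corrected score, falls beyond the plate's 99.7% confidence bounds, in either direction; inactive = both scores lie inside the 99.7% bounds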;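 note: scored against the spread of the other compound wells on the same plate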
# Pyk2 oligo antag: antagonists of human Pyk2 oligomerization. 99,000 tested, 0.83% active. Q293 cells, Pyk2 FERM NanoBiT luminescence; hits give low values. z-score (the deposit names both 25 µM and 10 µM);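 active = Z-score of -3 or lower, scaled per plate to the spread of control and sample wells; inactive = z-score above -3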;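 note: negative z-score means lost luminescence so less FERM oligomerization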
# PostGolgi yeast: growth inhibition of a yeast mutant, post-Golgi transport screen; post-Golgi transport phenotypic cell assay; inhibition, % at 10 µM; 98,000 tested, 0.9% active; AID 739;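 note: yeast cells grown in 1536-well plates; yeast grown about 18 h at 30C before absorbance read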
# CYP2C9 inh: human CYP2C9 inhibition; P11712; CYP2C9 Supersomes, luciferin-H conversion, luminescence; inhibition, % at 5 µM; 96,000 tested, 20% active; AID 777;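 active = blocking of liver enzyme CYP2C9 beyond about 50% at 5 µM, limit read from the data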; note: values of inactives mirror those of a sister screen read the other way
# Active calls of the source: *; x = not tested or not shown; & = joins results of further samples. Cut-off read from the data, not from the text of the source, unless noted: active = inhibition above about 30%; inactive = the rest.
# Sample of the layout (2 entries):
1	O=C(NCCC1=CCCCC1)C(c1ccccc1)c1ccccc1
2	Cc1onc(-c2ccccc2Cl)c1C(=O)Nc1ccc(S(=O)(=O)NCC2CCCO2)cc1 (centres undefined)
assay / entry	1	2
PostGolgi ctrl	14	8
E coli WT exp	-2	-3
PTPN22 act	-11	-2
CYP2C9 activ	0.8	0.3
PTPN22 inh 2	15	1
hDAT+cocaine	-1.3	0.76
Pyk2 oligo antag	-0.97	-0.25
PostGolgi yeast	2	5
CYP2C9 inh	24	67*

# The whole of this part, from the start:
1	O=C(NCCC1=CCCCC1)C(c1ccccc1)c1ccccc1
2	Cc1onc(-c2ccccc2Cl)c1C(=O)Nc1ccc(S(=O)(=O)NCC2CCCO2)cc1 (centres undefined)
3	O=C(Nc1ccc(Br)cc1)c1cccc(NC(=O)C2C3CC4OC(=O)C2C4C3)c1 (centres undefined)
4	O=C(NCc1cccc(Cl)c1)c1ccco1
5	COC(=O)CSc1nc2ccc(NC(=O)CSc3nnnn3Cc3ccccc3)cc2s1
assay / entry	1	2	3	4	5
PostGolgi ctrl	14	8	5	-1	36*
E coli WT exp	-2	-3	1	21	-9
PTPN22 act	-11	-2	-1	6	3
CYP2C9 activ	0.8	0.3	0.3	0.9	0.7
PTPN22 inh 2	15	1	4	-6	-3
hDAT+cocaine	-1.3	0.76	0.9	1.1	5.8e-05
Pyk2 oligo antag	-0.97	-0.25	-0.57	1.1	1.9
PostGolgi yeast	2	5	-11	26	10
CYP2C9 inh	24	67*	66*	14	30

6	Cc1ccc(-c2cc(C(=O)OCC(=O)Nc3cc(C)on3)c3ccccc3n2)c(C)c1
7	CCCOc1ccc(C(CC(=O)O)NS(=O)(=O)c2ccc(NC(C)=O)cc2)cc1 (centres undefined)
8	O=C(Nc1ccccc1-c1nc2ccccc2s1)c1ccc(Br)o1
9	Fc1ccc(CNc2nc3ccccc3n3cnnc23)cc1
10	O=C(c1cc(-c2ccc(Cl)c(Cl)c2)on1)N1CCN(c2ccccc2)CC1
assay / entry	6	7	8	9	10
PostGolgi ctrl	2	4	-9	-2	9
E coli WT exp	-2	0	-2	0	17
PTPN22 act	4	-2	-11	2	-3
CYP2C9 activ	0.2	1.1	1	1	1
PTPN22 inh 2	-6	-1	13	-6	1
hDAT+cocaine	-1.2	-0.36	0.55	-0.14	0.72
Pyk2 oligo antag	-1.8	0.22	-0.47	x	0.2
PostGolgi yeast	-2	-4	3	-7	-13
CYP2C9 inh	79*	-6	4	3	4

11	Nc1ncnc2nc(SCc3ccccc3)[nH]c12
12	COC(=O)c1c(C)nc2c(c(SC)nn2-c2ccccc2)c1N
13	CCn1c(NC(=O)C2CCCCC2)nc2ccccc21
14	O=C(Nc1ccc2nn(-c3ccccc3)nc2c1)c1ccc(Br)o1
15	CCOC(=O)c1c(-c2ccccc2)csc1NC(=O)c1nn(CC)cc1Br
assay / entry	11	12	13	14	15
PostGolgi ctrl	9	11	x	-2	10
E coli WT exp	21	0	x	-7	-12
PTPN22 act	-8	-11	3	x	13
CYP2C9 activ	0.6	0.9	x	0.8	0.9
PTPN22 inh 2	11	7	-2	x	-12
hDAT+cocaine	0.78	-2.7	1.1	-1.1	-0.49
Pyk2 oligo antag	-0.11	0.54	1.9	-0.37	-0.91
PostGolgi yeast	7	4	x	-4	1
CYP2C9 inh	42	12	x	16	10

16	CCOC(=O)N1CCC(Nc2c(NCCCN(CC)CC)c(=O)c2=O)CC1
17	COc1ccc2c(c1)SCCC2=O
18	O=C(O)CN1C(=O)c2ccc(Oc3cccc4c3C(=O)N(CC(=O)O)C4=O)cc2C1=O
19	CSc1ccc(-c2nnn(Cc3ccccn3)n2)cc1
20	CC1CCCC(C)N1C(=O)c1cc(F)c(F)cc1Cl (centres undefined)
assay / entry	16	17	18	19	20
PostGolgi ctrl	2	1	0	-1	37*
E coli WT exp	-5	1	2	6	13
PTPN22 act	3	-4	-2	-4	-4
CYP2C9 activ	1.1	0.7	1.1	0.7	0.9
PTPN22 inh 2	-4	6	-1	2	1
hDAT+cocaine	1.2	-1.4	0.61	0.22	-0.59
Pyk2 oligo antag	x	2.8	0.31	-0.15	0.43
PostGolgi yeast	-8	1	-2	-1	-6
CYP2C9 inh	-10	31	-6	26	8

21	CC(C)NC(=O)CSc1nnc(COc2ccccc2Cl)o1
22	COc1ccc(NC(=O)Nc2ccc(Cc3ccncc3)cc2)cc1OC
23	CCOc1ccc(N=Cc2c(O)cc(C)oc2=O)cc1
24	c1ccc(CNc2nc3ccccc3[nH]2)cc1
25	O=C(c1cc(Cl)c(=O)n(Cc2ccccc2)c1)N1CCOCC1
assay / entry	21	22	23	24	25
PostGolgi ctrl	-6	-2	21	-7	9
E coli WT exp	8	4	1	24	-2
PTPN22 act	24	-1	-17	12	6
CYP2C9 activ	1.4	0.2	1.1	1	1.2
PTPN22 inh 2	-24	4	14	-14	-4
hDAT+cocaine	-0.47	0.24	-0.59	-1.2	0.066
Pyk2 oligo antag	0.63	-0.48	x	-0.08	1.1
PostGolgi yeast	2	-5	4	7	14
CYP2C9 inh	-39	78*	-15	2	-16

26	Cc1occc1C(=O)Nc1ccccc1NC(=O)c1ccoc1C
27	Cc1c(C(=O)N2CCCCC2)oc2ccc(S(=O)(=O)N3CC(C)CC(C)C3)cc12 (centres undefined)
28	CCOC(=O)c1nnn(-c2nonc2N)c1-c1ccc(OC)cc1
29	COc1ccc(CCC(=O)N2CCN(S(=O)(=O)c3ccc4ccccc4c3)CC2)cc1
30	Cc1c(O)ccc(C(=O)COc2ccc(F)cc2)c1O
assay / entry	26	27	28	29	30
PostGolgi ctrl	x	15	7	37*	19
E coli WT exp	x	2	-3	-23	-3
PTPN22 act	-4	6	5	0	-7
CYP2C9 activ	x	0.8	0.2	0.8	1
PTPN22 inh 2	-1	-8	-7	0	8
hDAT+cocaine	-0.14	-0.097	-0.39	-0.22	-0.78
Pyk2 oligo antag	0.12	-0.34	-0.52	-0.83	-1.3
PostGolgi yeast	x	-4	-9	0	-1
CYP2C9 inh	x	25	80*	18	5

31	Cc1nc2nc(-c3ccccc3)[nH]n2c(=O)c1Cc1ccccc1
32	O=C(NCCCN1CCOCC1)[C@@H]1CSC2c3ccccc3C(=O)N21 (some centres undefined)
33	CN(CCCNC(=O)c1ccc(/C=N/O)nc1)CCCN(C)Cc1ccccc1
34	Cc1cc(C)c(S(=O)(=O)N2CCN(CCO)CC2)c(C)c1
35	O=C(CCSCCc1ccccn1)Nc1ccc(Br)cn1
assay / entry	31	32	33	34	35
PostGolgi ctrl	3	-3	1	3	15
E coli WT exp	-8	-3	1	1	19
PTPN22 act	-6	-8	5	3	-10
CYP2C9 activ	0.6	1.2	0.8	2.3*	0.7
PTPN22 inh 2	5	7	-3	-7	10
hDAT+cocaine	0.028	-0.18	-0.54	-0.42	-0.29
Pyk2 oligo antag	-0.53	0.57	1.2	x	0.06
PostGolgi yeast	-8	-1	8	9	8
CYP2C9 inh	40	-18	21	-129	34

36	CCC(=O)OC1c2ccccc2C(=O)N1Cc1ccccc1 (centres undefined)
37	CC(NC(=O)CSc1nc2sc3c(c2c(=O)n1-c1ccccc1)CCCC3)c1ccccc1 (centres undefined)
38	CCn1c(/C=N/c2nc3ccccc3n2C)nc2ccccc21
39	CC(C)OC(=O)n1c(=S)oc2ccccc21
40	Clc1ccc(CSc2ncn[nH]2)cc1
assay / entry	36	37	38	39	40
PostGolgi ctrl	6	x	3	21	-2
E coli WT exp	19	x	5	4	30
PTPN22 act	-1	-14	4	-2	9
CYP2C9 activ	0.9	x	0.9	0.8	0.9
PTPN22 inh 2	-1	14	-4	5	-9
hDAT+cocaine	-0.026	-0.58	-0.24	0.54	-0.74
Pyk2 oligo antag	x	-1.9	0.18	-0.11	2.6
PostGolgi yeast	2	x	7	0	0
CYP2C9 inh	14	x	12	18	5

# Exported tab-delimited: entries from further up.
no.	molecule	PostGolgi ctrl	E coli WT exp	PTPN22 act	CYP2C9 activ	PTPN22 inh 2	hDAT+cocaine	Pyk2 oligo antag	PostGolgi yeast	CYP2C9 inh
29	COc1ccc(CCC(=O)N2CCN(S(=O)(=O)c3ccc4ccccc4c3)CC2)cc1	37*	-23	0	0.8	0	-0.22	-0.83	0	18
30	Cc1c(O)ccc(C(=O)COc2ccc(F)cc2)c1O	19	-3	-7	1	8	-0.78	-1.3	-1	5
31	Cc1nc2nc(-c3ccccc3)[nH]n2c(=O)c1Cc1ccccc1	3	-8	-6	0.6	5	0.028	-0.53	-8	40
32	O=C(NCCCN1CCOCC1)[C@@H]1CSC2c3ccccc3C(=O)N21 (some centres undefined)	-3	-3	-8	1.2	7	-0.18	0.57	-1	-18
33	CN(CCCNC(=O)c1ccc(/C=N/O)nc1)CCCN(C)Cc1ccccc1	1	1	5	0.8	-3	-0.54	1.2	8	21
34	Cc1cc(C)c(S(=O)(=O)N2CCN(CCO)CC2)c(C)c1	3	1	3	2.3*	-7	-0.42	x	9	-129
35	O=C(CCSCCc1ccccn1)Nc1ccc(Br)cn1	15	19	-10	0.7	10	-0.29	0.06	8	34
36	CCC(=O)OC1c2ccccc2C(=O)N1Cc1ccccc1 (centres undefined)	6	19	-1	0.9	-1	-0.026	x	2	14
37	CC(NC(=O)CSc1nc2sc3c(c2c(=O)n1-c1ccccc1)CCCC3)c1ccccc1 (centres undefined)	x	x	-14	x	14	-0.58	-1.9	x	x
38	CCn1c(/C=N/c2nc3ccccc3n2C)nc2ccccc21	3	5	4	0.9	-4	-0.24	0.18	7	12
39	CC(C)OC(=O)n1c(=S)oc2ccccc21	21	4	-2	0.8	5	0.54	-0.11	0	18

# New compounds follow:
41	CN(CC(N)=O)S(=O)(=O)c1ccc(F)cc1
42	O=C(O)c1cc(S(=O)(=O)O)ccc1O
43	Cc1ccc(C(=O)NCCn2cc(SCC(=O)Nc3nnc(C)s3)c3ccccc32)cc1
44	Cc1ccc(Nc2nc(C(=O)NCCCN3CCOCC3)cs2)cc1
45	O=C(O)[C@H]1CCC(=O)N1Cc1ccco1
assay / entry	41	42	43	44	45
PostGolgi ctrl	2	-1	-5	13	18
E coli WT exp	4	0	-7	2	-2
PTPN22 act	-1	4	x	-11	3
CYP2C9 activ	1.1	1.1	0.2	0.7	1.1
PTPN22 inh 2	4	-4	x	8	-2
hDAT+cocaine	-0.031	0.22	1.1&-0.31	-0.28	-0.21
Pyk2 oligo antag	0.22	1.2	x	-0.24	0.07
PostGolgi yeast	-6	-1	-9	11	14
CYP2C9 inh	-5	-10	80*	26	-14

46	Oc1ccc(N=Cc2ccc(-c3cccs3)s2)cc1
47	CC1=C(C(=O)NCc2ccccc2)C(c2cccnc2)n2ncnc2N1 (centres undefined)
48	CCOC(=O)CSCC(NC(=O)OC(C)(C)C)C(=O)OCC (centres undefined)
49	O=[N+]([O-])c1ccccc1-c1ccc(/C=N/n2cnnc2)o1
50	CNC(=O)CN1C(=O)NC2(CCc3ccccc32)C1=O (centres undefined)
assay / entry	46	47	48	49	50
PostGolgi ctrl	0	2	-2	9	-9
E coli WT exp	-1	-6	4	-5	0
PTPN22 act	-1	4	-2	0	-11
CYP2C9 activ	1.2	0.9	0.9	1	0.8
PTPN22 inh 2	-2	-7	4	2	9
hDAT+cocaine	-0.035	-1	-0.031	1.6	-1
Pyk2 oligo antag	-1.3	1.1	0.19	0.42	0.29
PostGolgi yeast	-4	12	-14	0	22
CYP2C9 inh	-17	6	6	4	16
